Sm TGR inh – qHTS Assay for the Inhibitors of Schistosoma Mansoni Peroxiredoxins; purified TGR, DTNB reduction, TNB absorbance 405 nm; Schistosoma mansoni thioredoxin glutathione reductase (TGR), Q962Y6; AID 485364, 2010; hit rate 3% among 360,000; Potency, µM (highest dose often 114 µM), for inactives: top-dose activity change, negative = inhibition, actives largely listed as inhibitors; note: potency is the fitted concentration of half-maximal effect; nearly all actives have a fitted effect of over 60% in size
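Kinetic colorimetric format: TGR-catalysed, NADPH-driven DTNB reduction monitored via TNB absorbance. Enzyme dispensed at 20 nM; compound exposure 15 min at room temperature before reaction start.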
HCV inh – qHTS Assay for Inhibitors of Hepatitis C Virus (HCV). Huh7.5.1 HCVcc-Cre infection, luciferase reporter, 44 h. Potency, µM (highest dose often 41.8 µM), for the others: at the highest dose activity change, negative = inhibition, most hits filed as inhibitors. hit rate 3.4% among 340,000; note: potency is the fitted concentration of half-maximal effect
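Cells seeded at 1,000/well and cultured 4 h, then compounds added followed by HCVcc-Cre virus (~0.5 moi). After 44 h further culture, luciferase substrate was added, plates held 15 min at room temperature, and luminescence read for 15 sec.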
AmpC inh detg – qHTS Inhibitors of AmpC Beta-Lactamase (assay with detergent) | AmpC hydrolysis of nitrocefin, absorbance 480 nm, 0.01% Triton | hit rate 0.041% among 370,000 | Potency, µM (doses to about 114 µM), without a hit: at the top dose activity change, negative = inhibition, most hits filed as inhibitors;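 note: potency is the fitted concentration of half-maximal effect; 0% = no-compound wells and -100% = no-enzyme wells; nearly all actives have a fitted effect of over 25% in size; some results filed as inactive show a strong effect at the top dose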
Target sequence (P00811 whole entry, looked up): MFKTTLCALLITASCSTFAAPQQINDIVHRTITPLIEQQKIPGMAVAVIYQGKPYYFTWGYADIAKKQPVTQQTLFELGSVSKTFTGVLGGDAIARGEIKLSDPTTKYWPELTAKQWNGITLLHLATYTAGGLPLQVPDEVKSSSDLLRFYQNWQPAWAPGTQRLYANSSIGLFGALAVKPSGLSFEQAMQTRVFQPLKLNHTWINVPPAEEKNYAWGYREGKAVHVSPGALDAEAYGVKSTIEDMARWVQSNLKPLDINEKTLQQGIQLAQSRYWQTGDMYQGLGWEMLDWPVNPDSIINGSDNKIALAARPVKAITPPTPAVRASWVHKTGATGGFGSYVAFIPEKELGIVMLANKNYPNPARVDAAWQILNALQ
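20 mM phosphate pH 7.0 + 0.01% (detergent screen) or 0.0001% Triton X-100; 5.3 nM AmpC reagent; cpd preinc 15 min RT; nitrocefin (800 uM stock) to start; A480 q20 s × 4 min; Activity was normalised to no-enzyme and no-compound control wells.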
HCMV inh – qHTS Assay for inhibitors of the human cytomegalovirus (HCMV). HFF cells, HCMV-luciferase reporter, 72 h; active compounds read low. activity change, negative = inhibition, % at 57.5 µM. hit rate 4.5% among 410,000. AID 1259415, 2018; in the data active = activity change below about -60%; inconclusive = no clear call, values can overlap the other calls; inactive = above about -39%
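Compounds were evaluated in HFFs infected with an HCMV luciferase reporter virus (MOI 1 PFU/cell). Luciferase in lysates collected 72 h post infection served as the replication measure.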
AmpC inh no detg – qHTS Inhibitors of AmpC Beta-Lactamase (assay without detergent). AID 485341, 2010. AmpC nitrocefin hydrolysis, absorbance 480 nm, 0.0001% Triton. hit rate 0.52% among 330,000. P00811. Potency, µM (top dose mostly 57.1 µM), without a hit: top-dose activity change, negative = inhibition, usual class: inhibitors;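 note: potency is the fitted concentration of half-maximal effect; plate controls were no compound for no effect and no enzyme for full effect; nearly all actives have a fitted effect of over 20% in size; some results filed as inactive show a strong effect at the top dose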
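20 mM phosphate pH 7.0 + 0.01% (detergent screen) or 0.0001% Triton X-100; 5.3 nM AmpC reagent; cpd preinc 15 min RT; nitrocefin (800 uM stock) to start; A480 q20 s × 4 min; Activity was normalised to no-enzyme and no-compound control wells.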
Giardia FBPA inh – qHTS Assay for Inhibitors of Fructose-1,6-bisphosphate Aldolase from Giardia Lamblia | A8B2U2 | Potency, µM (top dose mostly 59.6 µM), for inactives: at the top dose activity, negative = inhibition, hits mostly inhibitors | purified Giardia FBPA | hit rate 0.71% among 290,000; note: potency is the fitted concentration of half-maximal effect; nearly all actives have a fitted effect of over 55% in size
Target sequence (A8B2U2 whole entry, looked up): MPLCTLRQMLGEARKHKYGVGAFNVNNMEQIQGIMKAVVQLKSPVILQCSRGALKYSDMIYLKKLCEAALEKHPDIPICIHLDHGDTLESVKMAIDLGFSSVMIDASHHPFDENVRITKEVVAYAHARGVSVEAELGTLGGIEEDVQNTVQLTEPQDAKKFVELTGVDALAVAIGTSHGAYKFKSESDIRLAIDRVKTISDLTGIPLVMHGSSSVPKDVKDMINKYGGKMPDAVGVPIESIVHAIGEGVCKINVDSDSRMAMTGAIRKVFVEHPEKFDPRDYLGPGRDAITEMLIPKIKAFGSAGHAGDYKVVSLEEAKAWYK
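40 nM FBPA preincubated 10 min at RT with compound (up to 57.5 uM final), then substrate plus GAPDH/TPI/NAD/arsenate coupling and diaphorase/resazurin added. Fluorescence read after 20 min at RT, 525/598 nm.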
An asterisk follows results filed as active; u = inconclusive; x = not tested or not shown; [ ] = another dose, or the depositor's remark. Unless noted, calls come from the whole dose curve; as a rule, active = well fitted curve in the direction sought with a large enough effect; inconclusive = small, poorly fitted or top-dose-only effect, or another doubt; inactive = no such curve, though single readings can be large; an effect the other way counts as inactive or inconclusive. Unless noted, % is set by controls: 0 for no effect and ±100 for the full control effect.

Values run as follows: Sm TGR inh, HCV inh, AmpC inh detg, HCMV inh, AmpC inh no detg, Giardia FBPA inh
1) Cc1sc2nc(NCCO)[nH]c(=O)c2c1C
  3.6%, 23.6%, u, 15.3, -14.9%, -12.5%
2) CN(CC(=O)NCc1ccccn1)S(=O)(=O)c1cc(Cl)ccc1Cl
  -11.7%, 0.3%, u, -13.6, -3.5%, x
3) CCOC(=O)N1CCN(C(=O)COc2ccc(S(=O)(=O)NCC(C)C)cc2C)CC1
  -10.4%, -15.5%, -11.0%, -9.5, 67.1%[activator], 7.0%
4) Cc1cc(C)n2nc(C(=O)NC3CCCc4ccccc43)nc2n1 (configuration not stated)
  -0.1%, 13.6%, 0.8%, -38.5, -13.9%, 8.8%
5) Cc1ccc(C)c(CSc2nnc(-c3cccnc3)n2N)c1
  -3.4%, 19.1%, u, -34.8, -7.9%, 3.7%
6) CCOc1nc(Nc2ccccc2)nc(OCC)n1
  2.3%, 5.3%, u, 47.1, -26.1%, 5.3%
7) CCN1CCN(c2c(S(=O)(=O)c3ccc(Cl)cc3)cnc3ccccc23)CC1
  -0.5%, x, -0.3%, u, x, x
8) CC(=O)Nc1ccc2nc(NC(=O)CS(=O)(=O)c3ccccc3)sc2c1
  -4.8%, -1.4%, -11.2%, -1.2, -28.2%, x
9) Cc1cc(C)c2c(c1)c1nnc(SCCN3CCOCC3)nc1n2C
  -15.6%, 8.5%, 3.6%, 32.4, -16.2%, 5.5%
10) Cc1ccc(-n2ccnc2SCC(=O)N(CC(C)C)C2CCS(=O)(=O)C2)c(C)c1 (configuration not stated)
  10.3%, 0.2%, -6.6%, 47.1, 106.4%[activator], 3.8%
11) COc1ccc(/C=N/NC(=O)CCc2c(C)n[nH]c2C)cc1OC
  -13.5%, 2.6%, 4.1%, -8.8, -5.0%, 3.0%
12) CCc1ccc(CNC(=O)CCc2c(C)nn(-c3ccc(N4CCCC4)nn3)c2C)cc1
  -3.1%, x, 20.7%, -33.1, x, x
13) COc1ccc(NC(=O)c2cc(Br)ccc2Cl)c([N+](=O)[O-])c1
  0.3%, -3.4%, u, -63.4*, -33.2%, 2.6%
14) CC(C)(C)NC(=O)NC(=O)COC(=O)c1ccco1
  -8.4%, 1.0%, -7.7%, 5.8, -10.3%, -3.0%
15) COC(=O)C1=CN(CCOC23CC4CC(CC(C4)C2)C3)C=C(C(=O)OC)C1c1ccsc1
  5.6%, 31.6µM*, 5.4%, -31.8, -13.8%, -5.1%

Overlap with the part before: 4 entries, followed by the next part.
Values run as follows: Sm TGR inh, HCV inh, AmpC inh detg, HCMV inh, AmpC inh no detg, Giardia FBPA inh
12) CCc1ccc(CNC(=O)CCc2c(C)nn(-c3ccc(N4CCCC4)nn3)c2C)cc1
  -3.1%, x, 20.7%, -33.1, x, x
13) COc1ccc(NC(=O)c2cc(Br)ccc2Cl)c([N+](=O)[O-])c1
  0.3%, -3.4%, u, -63.4*, -33.2%, 2.6%
14) CC(C)(C)NC(=O)NC(=O)COC(=O)c1ccco1
  -8.4%, 1.0%, -7.7%, 5.8, -10.3%, -3.0%
15) COC(=O)C1=CN(CCOC23CC4CC(CC(C4)C2)C3)C=C(C(=O)OC)C1c1ccsc1
  5.6%, 31.6µM*, 5.4%, -31.8, -13.8%, -5.1%
16) CCC(C(=O)O/N=C(\N)c1ccc(C)cc1)c1ccccc1 (configuration not stated)
  3.8%, 8.1%, -4.2%, 40.8, -28.1%, -4.3%
17) Cc1nc(Cl)sc1C(=O)Nc1ccccc1
  -3.0%, -1.5%, -9.3%, -18.8, -0.4%, -2.5%
18) CNC(=S)N/N=C(\C)c1ccccc1
  5.62µM*, 15.5%, u, -96.8*, -19.4%, u
19) Cc1ccc2[nH]c3c(=O)n(CC(=O)NCCCN(C)Cc4ccccc4)ncc3c2c1
  -0.4%, u, 0.6%, u, -18.2%, 2.9%
20) O=C(c1ccc(S(=O)(=O)NCc2ccco2)cc1)N1CCN(Cc2ccccc2F)CC1
  -6.7%, u, 0.0%, u, 59.4%, x
21) CC(NC(=O)CCNC(=O)c1ccc(Br)cc1)c1ccc(S(N)(=O)=O)cc1 (configuration not stated)
  -7.3%, -24.2%, -5.2%, 14.3, -2.9%, x
22) NC(=O)[C@H]1CC2(CC(c3cccc(NC(=O)CC(c4ccccc4)c4ccccc4)c3)=NO2)CN1C(=O)c1ccccc1C(=O)c1ccccc1 (some centres not stated)
  1.1%, -18.3%[8.37 µM], -4.5%, -10.2, 114.0%[activator], -5.9%
23) CCCCn1c(O)c(N=NC(=O)c2ccccc2NS(=O)(=O)c2cccs2)c2ccccc21
  -5.5%, -6.0%, 0.8%, 19.1, -52.6%, 7.1%
24) COc1ccccc1Nc1nc(N)nc(CSC(=S)N2CCC(C)CC2)n1
  3.5%, 1.2%, 0.0%, -5.4, -14.5%, 0.2%
25) Cc1nc(NC(=O)c2cc3ccccc3o2)sc1C
  -5.5%, -3.6%, -6.0%, 56.5, -28.1%, -10.0%
26) O=C(NCc1cccnc1)/C(=C\c1ccc(-c2cccc(Cl)c2)o1)S(=O)(=O)c1ccccc1
  17.8µM*, u, 5.1%, -102.6*, 2.1%, 6.4%
27) CCN1CCN(C(=O)c2ccccc2NS(=O)(=O)c2ccc(Cl)cc2)CC1
  8.9%, -8.8%, 3.2%, -4.9, -25.9%, 0.3%
28) O=C(CCS(=O)(=O)c1cc2c(cc1Cl)NC(=O)CO2)NCCc1ccc(Cl)cc1
  4.2%, x, 24.3%, 12.2, x, x
29) COc1ccc(C(=O)Nc2ccccc2C(=O)N2CCOCC2)cc1Br
  -5.8%, -24.0%, 2.5%, 11.6, 1.4%, x
30) Cc1ccc(S(=O)(=O)NCCCCCC(N)=O)cc1
  -12.5%, 13.1%, u, 59.2, 1.2%, 2.3%
31) CCn1c(SCc2cccc(C(=O)O)c2)nnc1-c1ccccc1
  7.5%, 18.0%, u, 24.3, 17.4%, 7.1%
32) CC1CCCC(NC(=O)c2ccc3c(SCC(=O)O)c4c(nc3c2)CCC4)C1C (configuration not stated)
  1.3%, 14.0%, 0.1%, 3.9, -7.2%, 12.5%
33) CS(=O)(=O)N(CC(=O)Nc1ccc2c(c1)OCO2)c1ccc2c(c1)OCO2
  -10.4%, 5.7%, -3.3%, 66.2, -15.8%, -0.8%
34) NC(=O)c1nsc(C(=O)N(CC(=O)NCc2ccc3c(c2)OCO3)C2CCCCC2)c1N
  7.4%, -16.9%, -6.8%, -5.5, u, -0.9%
35) Cc1ccc(-c2nn(-c3ccc(F)cc3)cc2C(=O)N2CCN(C3CCS(=O)(=O)C3)CC2)cc1 (configuration not stated)
  -1.5%, 0.5%, u, -38.6, 11.1%, x
36) Cc1ccc(C)c(N2CCN(S(=O)(=O)c3ccc4c(c3)NC(=O)CS4)CC2)c1
  -2.0%, u, -5.7%, u, -43.9%, x
37) O=C(NNC(=O)C1[C@H]2CCCC[C@@H]12)NC1CCCCC1 (some centres not stated)
  2.4%, 17.7%, -2.0%, -24.5, -16.3%, 3.1%
38) Cc1c(Br)c([N+](=O)[O-])nn1CC(=O)c1ccccc1
  x, 12.6%, -1.9%, 17.6, -31.5%, 2.5%
39) CCc1ccc2c(c1)C(=O)C(=O)N2CCS(=O)(=O)c1ccccc1
  -2.7%, -3.3%, 2.9%, -39.5, -4.3%, x
40) CCc1ccc(CN2CCc3nc(Nc4ccccc4)ncc3C2)cc1
  -0.6%, x, -9.8%, -32.0, x, x
41) N#CC1=C(N)Oc2c(oc(CO)cc2=O)C1c1cccs1 (configuration not stated)
  u, -6.1%, -10.5%, 15.5, -9.3%, u
42) O=C(c1ccc2c(c1)OCO2)N1CCC2(CC1)Oc1ccc(F)cc1C(=O)C21CC(c2ccc(Cl)cc2)=NO1 (configuration not stated)
  8.7%, 10µM*, -12.9%, 0.0, 50.5%, -7.8%
43) COC(=O)c1cc(-c2c(C)oc3cc(O)ccc3c2=O)c(C)o1
  -0.6%, -0.2%, 1.9%, u, -20.8%, 1.8%
44) Cc1ccc(C(=O)N/C(=C/c2cccnc2)C(=O)O)cc1
  21.3%, -0.7%, 4.5%, 35.2, -2.0%, 8.6%
45) Cc1cc2oc(=O)cc(-c3ccccc3)c2c(C)c1-c1ccc(C(F)(F)F)cc1
  x, u, x, 3.5, -8.5%, 1.4%
46) CC(=O)c1ccc(OCc2cc(C(=O)N3CC4C[C@@H]5CC3C[C@H](C4)C5)no2)cc1
  -25.9%, u, -13.9%, 29.4, 71.4%[activator], x
47) CN(C)CC(C)(C)CNS(=O)(=O)CC12CCC(CC1=O)C2(C)C (configuration not stated)
  -8.6%, 4.3%, 0.6%, -16.9, -9.1%, 7.3%
48) COc1ccc(C(=O)NCC(c2cccnc2)N2CCN(c3ccccc3F)CC2)cc1OC (configuration not stated)
  4.1%, x, -5.7%, -9.6, x, x
49) Cc1ccc(C(=O)N2CCC(C)CC2)cc1S(=O)(=O)N1CCCCC1
  -25.3%, u, 2.1%, -32.0, 68.0%[activator], 7.9%
50) CCC(Sc1nc2n[nH]c(C)c2c(=N)n1-c1cc(Cl)ccc1C)C(=O)N1CCOCC1 (configuration not stated)
  -25.0%, u, -1.1%, 19.4, -10.8%, -0.3%
51) COc1ccccc1-n1c(=O)[nH]c2c(C(N)=O)nc(C3CCCCC3)nc21
  -23.4%, -0.3%, -13.9%, -35.7, -11.9%, -3.6%
52) CC(=O)N(CC(C)(C)CC=C(C)C)c1ccccc1
  -0.1%[11.4 µM], x, -9.4%, x, 52.8%[activator], -1.9%
53) CCc1c(C)sc(NC(=O)c2ccco2)c1C#N
  -29.7%, -11.1%, -7.0%, 69.6, -15.3%, -5.5%
54) COc1ccc(NC(=S)NC2CC3CCC2C3)c(OC)c1 (configuration not stated)
  2.3%, -6.9%, -6.6%, 12.6, -23.8%, -19.9%
55) Cc1cccc(NC(=O)CS(=O)(=O)c2cn(CC(=O)N3CCOCC3)c3ccccc23)c1
  7.2%, 12.3%, 3.3%, -29.6, 5.4%, 0.5%
56) Cc1ccccc1OCC(=O)N/N=C1\SCC(=O)N1Cc1ccccc1
  1.1%, 2.5%, 7.2%, u, 23.6%, -2.9%
57) COc1ccc(NC(=O)c2sc3nc(C)nc(N4CCN(c5ccccn5)CC4)c3c2C)c(OC)c1
  -16.9%, u, -8.2%, u, 30.4%, -11.7%
58) O=C(CSc1nnc(-c2n[nH]c3ccccc23)n1-c1ccccc1)Nc1ccccc1Cl
  1.4%, u, -9.8%, -35.0, -12.8%, -0.9%
59) Cc1c(Cl)cccc1NC(=S)Nn1cnnc1
  1.1%, 12.2%, -5.7%, -1.3, -15.6%, u
60) COc1ccccc1NC(=O)N1CCCC1C(=O)Nc1ccc(NC(C)=O)cc1 (configuration not stated)
  2.8%, 14.7%, 0.1%, 37.4, -12.9%, 6.0%
61) COc1cc(/C=C(\C#N)C(=O)N2CCCCC2)ccc1O
  -11.7%, -0.1%, -9.8%, -19.0, -6.2%, -3.2%

Source: PubChem (National Center for Advancing Translational Sciences (NCATS))
